# KDM5B inhibitor – inhibitors of human KDM5B histone demethylase | Q9UGL1 | KDM5B demethylase, FDH-coupled NADH fluorescence (FDH is formaldehyde dehydrogenase) | Potency, µM (titrated, usually from 57.7 µM), without a hit: at the top dose activity change, negative = inhibition, most hits filed as inhibitors | hit rate 2.6% among 220,000; active = well fitted inhibition curve with a large enough effect; inconclusive = small, poorly fitted or top-dose-only effect; inactive = no such curve, though single readings can be large or run the other way; also: 0% is about no effect; nearly all actives have a fitted effect of over 70% in size
# Target sequence (Q9UGL1 whole entry, looked up): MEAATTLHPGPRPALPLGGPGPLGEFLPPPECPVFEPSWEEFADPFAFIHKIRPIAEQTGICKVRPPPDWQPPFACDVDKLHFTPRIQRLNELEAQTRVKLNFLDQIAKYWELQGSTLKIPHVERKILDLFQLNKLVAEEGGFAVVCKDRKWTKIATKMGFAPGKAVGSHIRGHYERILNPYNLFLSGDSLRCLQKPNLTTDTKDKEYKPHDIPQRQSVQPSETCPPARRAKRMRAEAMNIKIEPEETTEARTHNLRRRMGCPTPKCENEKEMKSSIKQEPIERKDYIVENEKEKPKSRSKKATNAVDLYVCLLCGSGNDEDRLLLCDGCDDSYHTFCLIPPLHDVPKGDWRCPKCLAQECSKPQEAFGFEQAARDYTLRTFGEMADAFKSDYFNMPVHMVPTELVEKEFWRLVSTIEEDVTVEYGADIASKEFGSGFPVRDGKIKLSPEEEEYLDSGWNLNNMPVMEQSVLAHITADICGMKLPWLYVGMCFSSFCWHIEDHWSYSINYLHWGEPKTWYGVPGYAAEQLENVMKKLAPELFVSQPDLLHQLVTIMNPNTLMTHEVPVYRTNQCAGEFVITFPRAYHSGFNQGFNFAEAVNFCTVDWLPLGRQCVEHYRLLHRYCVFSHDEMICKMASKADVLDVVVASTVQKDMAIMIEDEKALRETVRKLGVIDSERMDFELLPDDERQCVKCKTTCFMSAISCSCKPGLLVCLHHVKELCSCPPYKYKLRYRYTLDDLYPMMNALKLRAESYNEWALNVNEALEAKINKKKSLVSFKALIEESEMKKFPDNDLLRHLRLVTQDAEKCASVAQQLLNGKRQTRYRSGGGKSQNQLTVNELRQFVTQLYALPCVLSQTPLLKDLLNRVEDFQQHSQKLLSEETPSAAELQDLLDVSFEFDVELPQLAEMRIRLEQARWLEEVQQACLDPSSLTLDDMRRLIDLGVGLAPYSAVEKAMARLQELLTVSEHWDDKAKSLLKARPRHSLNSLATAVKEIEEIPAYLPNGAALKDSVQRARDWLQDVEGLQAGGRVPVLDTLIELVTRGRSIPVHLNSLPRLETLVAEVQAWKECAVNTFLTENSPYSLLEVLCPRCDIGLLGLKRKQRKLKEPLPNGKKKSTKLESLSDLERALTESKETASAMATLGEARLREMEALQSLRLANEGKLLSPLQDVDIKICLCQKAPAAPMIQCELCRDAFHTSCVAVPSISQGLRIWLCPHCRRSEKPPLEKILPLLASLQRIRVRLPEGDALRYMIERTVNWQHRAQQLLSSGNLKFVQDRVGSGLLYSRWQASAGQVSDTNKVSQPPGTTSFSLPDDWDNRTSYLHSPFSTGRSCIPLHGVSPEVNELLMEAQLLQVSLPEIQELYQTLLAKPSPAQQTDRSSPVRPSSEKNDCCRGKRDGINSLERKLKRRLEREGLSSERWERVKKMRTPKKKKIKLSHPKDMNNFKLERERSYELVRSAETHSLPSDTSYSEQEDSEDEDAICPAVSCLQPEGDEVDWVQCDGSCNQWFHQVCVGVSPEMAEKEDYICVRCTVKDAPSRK
#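 Measured: NADH fluorescence change, 30 min, RT. System: KDM5BΔAP 200 nM final, H3K4me3 peptide, α-KG, Fe(II), ascorbate, NAD⁺ plus FDH, pH 7.5 HEPES. Compounds: titrated, 10 min pre-incubation with enzyme.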
# * marks the source's active call; other numbers are inactive results; i = inactive; ? = inconclusive; [ ] = dose if it differs, or a comment. Potency is read from the fitted curve at half-maximal effect.
SMILES	KDM5B inhibitor
CCN(C(=O)c1cccc(Br)c1)C1CC1	5%
Cn1cccc1CN1CCC2(CC1)C(=NC1CCCCC1)NC(=O)N2c1cccnc1	12%[115 µM]
CCC(=O)N1C[C@@H]2CCCN3CCC[C@@H]([C@H]23)[C@H]1CCCC(=O)NC	3%
CCC1(c2ccccc2)NC(=O)N(NC(=O)c2nn(-c3ccccc3)c(=O)c3ccccc23)C1=O (centres undefined)	?
CNc1c(NC(=O)NCCC(C)C)c(=O)oc2ccccc12	-9%
CCCCCCCCCCNC(=S)Nc1ccccc1	-1%
N#Cc1ccc(OCCOC(=O)CCc2ccc3ccccc3n2)cc1	3%
COc1cc(/C=C(\C#N)c2nc3ccccc3[nH]2)ccc1OC(C)C	5%
Cn1c(=O)c2ccnn2c2ccc(C(=O)Nc3ccc(N4CCOCC4)cc3)cc21	-29%
CCC(=O)C(=O)N1CCC2(CCCN(Cc3ccc(C(C)C)cc3)C2=O)C1 (centres undefined)	-8%
COc1ccc2c(C)c(CC(=O)N3CCN(C(=O)C4COc5ccccc5O4)CC3)c(=O)oc2c1C (centres undefined)	?
Fc1ccc2c(c1)nc1n2[C@@H](CNC2CCC2)COC1	17%[115 µM]
Cc1ccccc1OCC(O)Cn1c(N)nc2c1c(=O)n(C)c(=O)n2C (centres undefined)	20%
COc1cccc(CN2CC(Oc3ccccc3C(=O)NC3CC3)C2)n1	-24%
CC(C)CCNC(=O)N1CCC(OC2CCN(S(C)(=O)=O)CC2)CC1	24%
O=C([C@@H]1C[C@H](Oc2ccccc2)CN1C(=O)c1cccs1)N1CCOCC1	22%
CC(=O)N1CCC(C(=O)N2CCN3C(=O)CNC(=O)[C@H]3C2)CC1	-14%[86.2 µM]
Cc1ccc(SCC(=O)NNC(=O)c2ccccc2)c(C)c1	2%
Cc1cccc(NC(=O)Nc2ccc(C)n(CC(=O)NC(C)C)c2=O)c1	?
O=C(CCNC(=O)c1ccccc1Cl)Nc1nc2ccccc2s1	-21%
CCCS(=O)(=O)Nc1ccc2n(c1=O)C[C@H]1C[C@@H]2CN(C(=O)c2ccc(-c3ccccc3)cc2)C1	20µM*
Cc1nc(C(F)(F)F)ccc1C(=O)Nc1ccccc1F	16%
Cc1ccc(-c2cnc(CCC(=O)N(C)C(C)c3ccc(S(N)(=O)=O)cc3)o2)cc1C (centres undefined)	2%
CCc1ccccc1Nc1cc(C(=O)NC(C)c2ccccc2)c2ccccc2n1 (centres undefined)	?
CCC(=O)N1CCN(c2nc3c(s2)CC(C(=O)NCc2ccc(F)cc2)CC3)CC1 (centres undefined)	-16%
O=C(NCC1(c2ccc(F)cc2)CC1)C1CCN(C(=O)CCc2ccccc2)CC1	-2%
COc1ccccc1-n1nc(-c2c(C)nc3scc(CC(=O)NCc4ccco4)n3c2=O)cc1C	28µM*
COc1cc(C(=O)N2CCC(C(=O)Nc3ccccc3)CC2)ccc1OCc1c(C)noc1C	25%
CCn1nccc1C(=O)N1CCC(c2nc(C3CCOCC3)no2)CC1	-16%
CCOc1ccccc1Oc1coc2cc(OC(=O)c3ccccc3)ccc2c1=O	-25%
O=C(c1cnn(C(=O)c2ccco2)c1)c1cc(Cl)cc(Cl)c1O	?
COc1ccc(OC)c(NC(=O)C2CC(=O)Nc3c(-c4ccc(F)cc4)cnn32)c1 (centres undefined)	12%
COc1cc(SC)ccc1C(=O)N[C@H]1C[C@@](O)(C(=O)N[C@H]2CCCNC2=O)C[C@@H](O)[C@@H]1O	5%
Cc1ccc(Oc2c(C(F)(F)F)oc3c(CN4CCCCC4C)c(O)ccc3c2=O)cc1 (centres undefined)	1%
O=C(Nc1ccc(-c2nc3ccccc3o2)cc1)c1ccc2c(c1)OCO2	-10%
CCC(CC)C(=O)Nc1cc(-c2ccccc2F)nn1-c1ccccc1	-10%
O=C(C1CCOCC1)N1CCc2nc(OCC3CC3)ccc2C1	-19%
COc1cccc(CC2(CO)CCCN(c3ccc(-c4nccn4C)nn3)C2)c1 (centres undefined)	20µM*
CCNC(=O)Cn1c(CO)cnc1SCc1ccccc1C	15%
Cc1cccc(CNC(=O)CN2C(=O)C3CCCCN3c3ccc(C(=O)N4CCCC4)cc32)c1 (centres undefined)	-16%
CCn1c(C2CCCNC2)nn(Cc2csc(-c3ccccc3)n2)c1=O (centres undefined)	?
COc1ccc(-c2cc(N3CCC(NC(=O)c4ccc(C)cc4)C3)n[nH]2)cc1 (centres undefined)	?
O=C(CC1CCCC1)NC1CCN(c2cnn(Cc3ccccc3)c(=O)c2)CC1	1%
O=C(COc1ccc2ccc(=O)oc2c1)NCc1ccc(F)cc1	?
COc1ccc(CNC(=O)Cc2c(C)c3cc4c(C)coc4c(C)c3oc2=O)cc1	?
Fc1ccccc1-c1nc(N2CCN(c3cccc(Cl)c3)CC2)c2ccccc2n1	?
c1cncc(-c2nnc3n2CCN(Cc2ccsc2)C3)c1	0%[86.2 µM]
O=C(NCCc1cccc(F)c1)C1CCCC1	26%

# 2 of the compounds above, with values ahead of the structure:
KDM5B inhibitor | Compound
? | COc1ccc(-c2cc(N3CCC(NC(=O)c4ccc(C)cc4)C3)n[nH]2)cc1 (centres undefined)
1% | O=C(CC1CCCC1)NC1CCN(c2cnn(Cc3ccccc3)c(=O)c2)CC1

# Next results
SMILES	KDM5B inhibitor
O=C(Nc1cccc2ccccc12)c1ccccc1Cl	35%[activator]
N#Cc1cccc(CNS(=O)(=O)Cc2ccccc2)c1	11%
CC(=O)Nc1ccc(S(=O)(=O)N2CCN(C(=O)c3ccco3)CC2)cc1	5%
CC(C)c1ccc(/C=C2\Oc3cc(OS(=O)(=O)c4ccccc4)ccc3C2=O)cc1	6%
CC1(C)O[C@H]2[C@@H](O1)[C@@H](C(=O)Nc1ccccc1C(F)(F)F)O[C@@H]1OC(C)(C)O[C@@H]12	-24%
CCCCN(CCCC)C(=O)c1c[nH]c2ccc(S(=O)(=O)Nc3cccc(Cl)c3C)cc2c1=O	2%
COc1ccc(NC(=O)CCS(=O)(=O)c2ccc3c(c2)oc(=O)n3C)cc1OC	10%
CCn1cnnc1CC1CCN(C(=O)c2cc(-c3ccc(F)cc3)nc3ccccc23)CC1	22µM*
O=C(O)c1c[nH]c2ccccc12	11%
CC1(C(=O)NCc2ccncc2)CN(Cc2ccccc2)Cc2ccc(N3CCOCC3)nc21 (centres undefined)	?
CCOC(=O)c1cc(-c2ccc(S(=O)(=O)N3CCN(c4cccc(C)c4C)CC3)s2)on1	-4%
C=CCNC(=O)c1ccc(C(=O)NC(Cc2ccccc2)C(=O)O)cc1C(=O)O (centres undefined)	5%
O=C(NCc1ccc(Cl)nc1)c1ccn2nccc2c1	i
COC1CCC12CCN(C(=O)NC1CCCCC1)CC2 (centres undefined)	-12%
CC(C)NC(=O)c1ccccc1OCC1CCCN(Cc2ccc(Br)o2)C1 (centres undefined)	-2%
CC(=O)NC[C@H]1CCN(Cc2cccc(Cl)c2)C[C@H]1N(C)C	-20%
Nc1ncccc1CN1CCCC12CCN(c1ccc(C(F)(F)F)cn1)CC2	?
COc1ccc(Nc2ncc(C(=O)N3CCN(c4ccc(F)cc4)CC3)c3ccccc23)cc1	?
CSc1ccc([C@H]2[C@@H](C(=O)O)c3ccccc3C(=O)N2Cc2ccc(F)cc2)cc1	1%
Cc1ccccc1-c1nc(CS(=O)(=O)CC(=O)NCCCc2ccccc2)c(C)o1	217%[activator]
COc1ccc(-c2cc(C[C@@H]3CC[C@H](O)[C@@H](CN(Cc4cccc(OC)c4)Cc4cccc(OC)c4)O3)no2)cc1	?
CN(C)CCCC(=O)NC[C@@H]1CC[C@H]2C[C@@H]1C2(C)C	-17%[86.2 µM]
Cc1ccsc1C(=O)NCc1nnc2ccc(-c3ccc(Cl)cc3)nn12	32µM*
COC(=O)CN1C(=O)C(C)(C)c2cc(S(=O)(=O)NCc3ccc(Cl)cc3)ccc21	12%[11.5 µM]
O=C(c1ccc(C2CCCNC2)cc1)N1CCC(N2CCCC2)CC1 (centres undefined)	-19%
CCCc1ccc2oc(C(=O)NCCc3cnn(C)c3)c(C)c2c1	22%
COCCn1c(SCC(=O)c2ccc3c(c2)OCCO3)nnc1-c1ccc(Cl)cc1	-6%
O=C(NCc1ccc(Cl)nc1)c1ccn2cncc2c1	i
Cn1ccnc1SCC(=O)NC(C)(C#N)C1CC1 (centres undefined)	17%
COc1cc(C)cc(CN2CCC(Cc3ccccc3)CC2)c1O	33%
CCCCCN1CCN(c2nc3c(c(=O)[nH]c(=O)n3C)n2Cc2ccc(Cl)cc2Cl)CC1	4%
Fc1ccccc1CN1CCC(NCC2CNc3ccnn3C2)CC1 (centres undefined)	-11%
CCOC(=O)c1cnc2c(Cl)c(Cl)ccc2c1NCCOC(=O)C(C)C	6%
C/C(=N\NC(N)=S)c1cccc([N+](=O)[O-])c1	-29%
Cc1ccccc1Nc1ncnc2c1cnn2C	-2%
CCOC(=O)c1ccc(NC(=O)CC2Nc3cc(C)c(C)cc3NC2=O)cc1 (centres undefined)	?
C[S+](=O)([O-])Nc1cccc(-c2cc3c(ccn3Cc3ccncc3)c(N3CCOCC3)n2)c1	3.2µM*
O=C(CN1CCN(Cc2ccccc2F)CC1)Nc1ccccc1Cl	-1%
Cc1ccc(C)c(NC(=O)CCc2nc3cccnc3n2Cc2cccs2)c1	-22%
C=CCNC(=S)NC(=O)c1csc([N+](=O)[O-])c1	-9%
CC(CCc1ccccc1)NC(=O)c1cnc(Cl)c(Cl)c1 (centres undefined)	28%
Cc1nc2nncn2c(Nc2ccccc2)c1C	4%
COc1ccc(NC(=O)c2cccnn2)cc1	23%
CN(C)S(=O)(=O)c1cc(C(=O)NCc2coc(-c3cccs3)n2)ccc1Cl	4%
CN1C(=O)C(c2ccccc2)CC12CCN(C(=O)c1ccoc1)CC2 (centres undefined)	1%
COc1ccc(-c2ccnc3nc(C4CCC4)nn23)cc1OC	?
O=[N+]([O-])c1ccc(C2=NN(c3ccccc3)C(c3ccco3)C2)cc1 (centres undefined)	-29%
O=C(CCc1ccco1)OCC(=O)c1ccc2c(c1)OCO2	?
Cc1oc(-c2ccccc2)nc1C(=O)N(C)Cc1ccc(Br)cc1	11%
COCCN1CC(CO)C2(CCN(C(=O)Cc3cccc(F)c3)CC2)C1 (centres undefined)	?
CCCCN1CCN(C(=O)c2cc(-c3ccncc3)nc3ccccc23)CC1	12%
c1ccc(CNc2ncc(CN3CCC4(CCNCC4)CC3)cn2)cc1	-7%
CCCn1nc(C(=O)Nc2ccc(OC)c(OC(F)F)c2)c2ccccc2c1=O	-22%
Cc1c(C(=O)Nc2ccccc2F)sc2nc3n(c(=O)c12)CCC3	?
CC1(CCC(=O)N2CCC(Oc3ccccc3F)(C(=O)O)CC2)CC1	-7%
COc1ccccc1C(=O)N1CCC(OC2CCN(C)CC2)CC1	15%

# Quoted at random: 6 compounds from above
SMILES	KDM5B inhibitor
CCOC(=O)c1ccc(NC(=O)CC2Nc3cc(C)c(C)cc3NC2=O)cc1 (centres undefined)	?
O=C(CN1CCN(Cc2ccccc2F)CC1)Nc1ccccc1Cl	-1%
Cc1oc(-c2ccccc2)nc1C(=O)N(C)Cc1ccc(Br)cc1	11%
CC1(CCC(=O)N2CCC(Oc3ccccc3F)(C(=O)O)CC2)CC1	-7%
O=[N+]([O-])c1ccc(C2=NN(c3ccccc3)C(c3ccco3)C2)cc1 (centres undefined)	-29%
CCCn1nc(C(=O)Nc2ccc(OC)c(OC(F)F)c2)c2ccccc2c1=O	-22%

# The list goes on.
SMILES	KDM5B inhibitor
Cc1sc(N)nc1-c1ccc(NC(=O)C(C)C)cc1	-3%
CCN1C(=O)C(CC(=O)Nc2ccccc2Cl)N(NC(=O)c2cccc(F)c2)C1=S (centres undefined)	-4%
CC(C)c1ccc(OCC(=O)Nc2cc(-c3ccccc3)no2)cc1	0%
O=C(NCCCc1nc2ccc(F)cc2[nH]1)C1NCCc2[nH]cnc21 (centres undefined)	?
CC(C)c1ccccc1NC(=O)COC(=O)c1cc(=O)c2ccccc2o1	18%
COc1cccc(OC)c1C(=O)OCc1ccccc1C#N	?
Cc1cccc(-c2noc(-c3cccnc3NCc3ccccc3Cl)n2)c1	-29%
CN1Cc2ncnc(NCc3cccs3)c2CN(c2ccccc2)C1=O	-24%
COc1cccc(CNC(=O)CSc2c3c(nc4cc(Cl)ccc24)CCCC3)c1	?
COc1ccccc1OCCNC(=O)c1cn2ccnc(-c3ccccc3)c2n1	4%
CCN(C1CC1)S(=O)(=O)c1cccc2cc(C)cnc12	18%
COc1ccc(C)cc1C(=O)NCCc1c[nH]c2ccccc12	10%
CC(CC(=O)NNC(=O)CC1CCCCC1)CC(=O)Nc1cccc(Br)c1 (centres undefined)	-7%
CCc1ccccc1NC(=O)CSc1nc2c(cc1C#N)CCCC2	14%
O=C(CC1(C(=O)O)CCCCC1)Nc1ccccc1CO	11%
CCc1n[nH]c(CC2CCN(C(=O)c3sc(C)nc3C)CC2)n1	-23%
CCOC(=O)N1CCN(C(=O)c2c(-c3ccccc3Cl)noc2C)CC1	22%
CCNc1nc2c(c(=O)[nH]c(=O)n2C)n1CC(O)COc1ccc(Cl)cc1Cl (centres undefined)	?
Cc1ccc(Cl)cc1N(C)C(=O)c1sc2nc3n(c(=O)c2c1C)CCCC3	1%
CCOCCOC1CCN(S(=O)(=O)c2cccc(OC)c2)CC1	-18%

# Source: PubChem BioAssay (National Center for Advancing Translational Sciences (NCATS))

# Not all compounds are listed; count on the stated rates, not on these rows.
